# Screens (PubChem BioAssay)
# GLP1R inv ag: qHTS of GLP-1 Receptor Inverse Agonists (Inhibition Mode) | Potency, µM (doses to about 38.3 µM), for the others: at the top dose activity change, negative = inhibition, most hits filed as inhibitors | actives 1.6% (n = 410,000) | HEK293 GLP-1R CRE-luciferase, luminescence, 24 h; GLP-1R form is constitutively active | Glucagon-like peptide 1 receptor (Homo sapiens), P43220 | AID 624417, 2012; also: potency is read from the fitted curve at half-maximal effect; % is scaled to controls: 0 for no effect and ±100 for the full control effect; nearly all actives have a fitted effect of over 55% in size
#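 GLP-1R inverse agonism mode: basal reporter luminescence in engineered HEK293 cells measured after one day of compound exposure at 37 deg C, with a 12 min room-temperature detection step.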
# GLP-1R agonist: qHTS of GLP-1 Receptor Agonists. Glucagon-like peptide 1 receptor (Homo sapiens), P43220. HEK293 GLP-1R CRE-luciferase, luminescence, 4-6 h; cells express a hypersensitive GLP-1R form. Potency, µM (doses to about 45.6 µM), without a hit: at the highest dose activation, hits mostly activators. actives 0.007% (n = 380,000); also: potency is read from the fitted curve at half-maximal effect; % of control where 0% means no effect
# FUS yeast rescue: qHTS for Suppressors of FUS Proteinopathy: Primary screen using FUS-linked yeast assay | S. cerevisiae FUS-expressing, growth rescue, OD600, 24 h | Potency, µM (top dose mostly 76.6 µM), without a hit: at the top dose growth rescue (activation), usual class: activators | actives 0.24% (n = 390,000) | AID 1347120, 2019;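 also: potency is read from the fitted curve at half-maximal effect; plate controls were DMSO vehicle for no effect and reference control for full effect; nearly all actives have a fitted effect of over 55% in size; some results filed as inactive show a strong effect at the top dose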
#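 S. cerevisiae expressing FUS from galactose induction served as the toxicity model. Growth after 24hr at 30C, read as absorbance at 600 nm, indicates suppression of toxicity; compounds dosed at several concentrations.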
# TDP-43 yeast inh: qHTS of TDP-43 Inhibitors; TDP-43 expressing yeast growth rescue, BacTiter-Glo, 24 h; Potency, µM (highest dose often 46.1 µM), for the others: at the top dose growth rescue (activation), hits mostly activators; actives 1.8% (n = 410,000); AID 652104, 2013; also: potency is read from the fitted curve at half-maximal effect; % of control where 0% means no effect; nearly all actives have a fitted effect of over 50% in size
#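 Galactose-induced TDP-43 yeast, OD600=0.02, compound pinned; 24 hr, 30 deg C; BacTiter-Glo luminescence for growth. Inhibitors of TDP-43 toxicity read as activators.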
# D3 antag: qHTS of D3 Dopamine Receptor Antagonist: qHTS | actives 2.5% (n = 360,000) | D(3) dopamine receptor (Homo sapiens), P35462 | max response, negative = inhibition, % | AID 652054, 2013 | D3R cells, DiscoveRx beta-arrestin luminescence, antagonist mode; stronger effect = lower value; in the data active = max response below about -50%; inconclusive = no clear call, values can overlap the other calls; also: % is scaled to controls: 0 for no effect and ±100 for the full control effect; mostly tested at two doses, the higher about 12 µM
# Target sequence (P35462 whole entry, looked up): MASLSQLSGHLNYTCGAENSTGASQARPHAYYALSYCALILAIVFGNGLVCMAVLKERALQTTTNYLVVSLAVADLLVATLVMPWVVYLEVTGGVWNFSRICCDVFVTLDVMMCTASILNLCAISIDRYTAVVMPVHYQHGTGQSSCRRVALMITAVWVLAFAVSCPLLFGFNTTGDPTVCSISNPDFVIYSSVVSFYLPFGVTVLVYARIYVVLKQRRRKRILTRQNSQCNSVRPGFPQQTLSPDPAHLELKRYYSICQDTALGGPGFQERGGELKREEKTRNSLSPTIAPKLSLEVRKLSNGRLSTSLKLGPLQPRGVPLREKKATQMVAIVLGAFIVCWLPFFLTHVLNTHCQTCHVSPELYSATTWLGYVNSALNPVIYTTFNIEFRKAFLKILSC
#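 Cells expressing the human receptor were seeded at 1500 cells/well, incubated overnight at 37 degrees C in 5% CO2, then exposed to library compounds with dopamine controls for 90 minutes at 37 degrees C before luminescent detection.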
# PTHR1 agonist: qHTS for PTHR1 Agonists: Primary Screen; actives 0.075% (n = 410,000); AID 743266, 2014; Potency, µM (top dose mostly 115 µM), for the others: top-dose activation, hits mostly activators; Parathyroid hormone/parathyroid hormone-related peptide receptor (Homo sapiens), Q03431; HEK293 GP2 PTHR1 cells, GloSensor cAMP luminescence, 1 h; also: potency is read from the fitted curve at half-maximal effect; nearly all actives have a fitted effect of over 55% in size; some results filed as inactive show a strong effect at the top dose; inactives centre near -15; many of its hits are not listed in these tables
# Target sequence (Q03431 whole entry, looked up): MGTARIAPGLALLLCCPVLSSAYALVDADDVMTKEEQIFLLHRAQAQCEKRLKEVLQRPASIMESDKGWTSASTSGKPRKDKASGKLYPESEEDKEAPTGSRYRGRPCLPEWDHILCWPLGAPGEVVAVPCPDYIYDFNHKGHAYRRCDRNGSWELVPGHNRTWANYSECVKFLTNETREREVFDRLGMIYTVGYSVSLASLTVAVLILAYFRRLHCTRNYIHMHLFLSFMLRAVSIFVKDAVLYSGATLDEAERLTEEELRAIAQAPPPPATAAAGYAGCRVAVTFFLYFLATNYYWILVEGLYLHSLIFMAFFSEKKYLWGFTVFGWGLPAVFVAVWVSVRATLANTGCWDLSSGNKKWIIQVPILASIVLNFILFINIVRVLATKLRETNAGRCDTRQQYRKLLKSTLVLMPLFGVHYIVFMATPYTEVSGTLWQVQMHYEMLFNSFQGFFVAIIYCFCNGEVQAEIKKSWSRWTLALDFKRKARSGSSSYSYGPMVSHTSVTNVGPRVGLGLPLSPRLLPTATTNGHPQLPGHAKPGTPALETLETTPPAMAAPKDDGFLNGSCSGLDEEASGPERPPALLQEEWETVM
#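 HEK-293-derived GP2 cells expressing PTHR1 and a GloSensor cAMP reporter, 3,000/well, plated overnight, given luciferin plus IBMX (each 0.5 mM as added) for 1 h at 37 °C, then compound for 1 h at 37 °C. Luminescence was read after 15 min at room temperature.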
# Akt phos inh: HTS Assay for Inhibitors of Akt Phophorylation: Primary Screen; actives 0.32% (n = 360,000); Neuro2A IGF-stimulated pAkt S473 HTRF, 20 min; stronger effect = lower value; AID 651550, 2012; activity change, % for hits at 50 µM; in the data active = activity change below about -80%; inconclusive = mostly about -51% to -80%; also: % is scaled to controls: 0 for no effect and ±100 for the full control effect
#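 Single-point screen (50 µM final compound) in Neuro2A cells stimulated 20 min with 6 nM IGF at 37 deg C. After lysis, Ser473-phosphorylated Akt read by HTRF (ex 330 nm, em 615/665 nm) as the 665/615 ratio.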
# aSyn rescue: qHTS of alpha-syn Inhibitors | Yeast expressing alpha-synuclein, growth rescue, BacTiter-Glo, 24 h | actives 0.14% (n = 370,000) | Potency, µM (series often up to 46.1 µM), inactives show top-dose growth rescue (activation), most hits filed as activators; also: potency is read from the fitted curve at half-maximal effect; % of control where 0% means no effect; nearly all actives have a fitted effect of over 65% in size
#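 Rescue of yeast growth: cells expressing toxic alpha-synuclein, induced in galactose at OD600 0.02, incubated with compound 24 h at 30 C. ATP luminescence quantified growth; inhibitors of toxicity appear as activators.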
# Abeta rescue: qHTS for compounds that reverse cellular toxicity of Amyloid beta (A-beta) peptide in yeast: Primary Screen | yeast expressing A-beta42, growth rescue, OD600, 48 h; response scale: 0% DMSO, 100% iron-clioquinol control | AID 1347071, 2019 | Potency, µM (series often up to 46.1 µM), without a hit: at the top dose growth rescue, actives largely listed as activators | actives 0.063% (n = 410,000); also: potency is read from the fitted curve at half-maximal effect; nearly all actives have a fitted effect of over 55% in size
#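 Yeast growth medium received pinned compounds, then yeast cells expressing toxic A-beta were added; plates incubated at 30 C for 48 hr. Growth read as absorbance at 600 nm, normalized to DMSO and equimolar FeCl3 plus clioquinol controls.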
# Numbers without * were called inactive; i = inactive; ? = inconclusive; . = not tested or not shown; & = joins results of further samples; [ ] = dose if it differs, or a comment. Unless noted, calls follow the shape of the dose curve; as a rule, active = well fitted curve in the direction sought with a large enough effect; inconclusive = small, poorly fitted or top-dose-only effect, or another doubt; inactive = no such curve, though single readings can be large; an effect the other way counts as inactive or inconclusive. An excerpt. The share of hits here may be higher or lower than overall.
SMILES,GLP1R inv ag,GLP-1R agonist,FUS yeast rescue,TDP-43 yeast inh,D3 antag,PTHR1 agonist,Akt phos inh,aSyn rescue,Abeta rescue
O=C(Oc1ccc([N+](=O)[O-])cc1)N1CCC(N2CCCCC2)CC1,2%,-3%,-9%,?,-3,i,i,-3%,4%
COc1cc(OC)c(OC)cc1/C=C1/C(=O)NC(=O)N(Cc2ccccc2)C1=O,3%,-3%,26%,-12%,-6,-19%,i,-2%,-14%
CC(=O)Nc1nc(CCl)cs1,13%,6%,22%,-12%,9,-13%,i,0%,-5%
CC1CCN(CC(=O)c2ccc3c(c2)OCCO3)CC1,-8%[0.307 µM],-16%,-7%,-20%,8,-13%,i,10%,12%
CN1C(=O)c2ccccc2Sc2ccc(NC(=O)c3ccc(C(F)(F)F)cc3)cc21,7%,.,-6%,4%,.,-28%,.,.,-7%
CSc1ccccc1C(=O)C1CCCN(Cc2ccccn2)C1 (centres undefined),-24%,-1%,-18%,5%,0,-18%,i,-4%,12%
N=C1c2ccccc2CN1NC(=O)c1ccc(Br)o1,15%,-3%,-23%,5%,4,i,.,-4%,0%
O=C1NC(=O)N(Cc2ccccc2)C(=O)/C1=C/N1CCCc2ccccc21,-3%,0%,?,15%,-8,i,i,5%,18%
O=c1[nH]c2ccccc2n1C1CCN(C(c2cccs2)c2nnnn2Cc2ccccc2)CC1 (centres undefined),?,-2%,?,21%,29,-14%,i,5%,5%
COC(=O)C1=C(c2ccc(F)cc2OCc2ccccc2)C[C@@H]2CC[C@H]1N2C(=O)NCc1ccccc1,?,-4%,-19%,22%,-3,-30%,i,8%,-7%
O=C1C2CCN(CC2)C12CC2c1ccc(C(F)(F)F)cc1 (centres undefined),-10%,4%,-1%,-3%,-1,-5%,i,-5%,4%
CN1CC(C(=O)c2ccc(Cl)cc2)C(c2ccccc2)C1 (centres undefined),-29%,-1%,-13%,2%,?,i,i,0%,16%
CCc1cc(=O)oc2cc(C)cc(OCC(=O)N3CCC(C(=O)O)(c4ccccc4)CC3)c12,1%,-4%,-10%,16%,8,-8%,i,6%,-11%
CNC(=O)O/N=C(\C)Cc1nnn(-c2cc(C)on2)n1,-12%,2%,10%,-5%,-26,10%,i,-19%,-17%
C#CC[N+]1(C)C2CCC1CC(O)C2 (centres undefined),6%,-2%,-46%,12%,1,-13%,i,5%,14%
C=CCn1c(O)c(C(C)=NCc2ccc3c(c2)OCO3)c(=O)[nH]c1=O,15%,16%,-4%,-20%,12,-3%,i,1%,8%
CC1CCC(C(C)C)C(OP(N)(=O)c2ccccc2)C1 (centres undefined),?,0%,21%,15%,24,-4%,i,-2%,12%
N#CC1c2ccccc2C=CN1C(=O)c1ccc(N(CCCl)CCCl)cc1 (centres undefined),?,1%,12%,1%,-81*,-22%,i,7.9µM*,12%
c1ccc2[nH]c(CCNC3CCCCC3)nc2c1,-11%,0%,9%,21%,-53*,i,i,1%,-9%
CCOc1ccc2nc(N=Nc3c(O)[nH]c(=O)[nH]c3=O)sc2c1,7%,0%,0%,-4%,-24,i,i,2%,9%
CO[C@H]1CC=C2CCN3CCC4=C(CC(=O)OC4)[C@]23C1,2%,8%,-26%,?,7,i,i,1%&-1%,-10%
O=C(Nc1ccc(Cl)cc1)N1CC1,6%,7%,14%,-1%,-12,i,i,-4%,-1%
Cc1cccc(C)c1-n1nnnc1C(c1cccs1)N1CCC(n2c(=O)[nH]c3ccccc32)CC1 (centres undefined),?,1%,?,18%,44,-10%,i,7%,4%
Cc1oc(-c2ccc(Cl)cc2)nc1CS(=O)CC(=O)N1CCC2(CC1)OCCO2 (centres undefined),-6%,-10%,37%,-9%,-18,-23%,i,-6%,-11%
O=C1NC2NC(=O)N([N+](=O)[O-])C2N1 (centres undefined),-3%,-2%,-23%,23%,1,i,i,1%,8%
COc1ccc(NC(=O)CN(C)C(=O)CSC(c2ccccc2)c2ccccc2)cc1,?,-3%,?,?,-7,-33%[inhibitor],i,14%,-6%
O=[N+]([O-])c1ccc(N2CCNCC2)c(Cl)c1,-2%[0.307 µM],-3%,1%,6%,7,-3%,i,8%,-1%
CCOc1cc(-c2nc3c(C)cccn3c2NCC2CCCO2)ccc1O (centres undefined),0%,0%,.,5%,-13,i,i,-8%,0%
Cc1cccc(C)c1-n1nnnc1C(c1ccccc1)N1CCC2(CC1)C(=O)NCN2c1ccccc1 (centres undefined),?,2%,?,8%,0,-10%,i,15%,-9%
Cc1ccc2c(c1)C1CN(C)CCC1N2C(=O)Nc1cccc(Cl)c1 (centres undefined),-8%,-9%,13%,-10%,-24,i,i,1%,-10%
NC(=O)C1CCN(/C=C2\C(=O)NC(=O)N(Cc3ccco3)C2=O)CC1,14%,1%,18%,-3%,8,-2%,i,-5%,-8%
CN1CCCN(C(=O)COc2ccccc2Br)CC1,?,-1%,4%,-12%,8,-11%,i,4%,-5%
CCOP(=S)(OCC)Oc1ccc2c(C)c(Cl)c(=O)oc2c1,?,8%&7%,28%,?,-21,-4%,i,-2%,2%
CCOC(=O)[C@]12Cc3cc(OC)c(OC)cc3[C@H]1N(Cc1ccccc1)C(=O)c1ccccc12,-9%,3%,22%,18%,47,i,i,2%,4%
CN1CCN(c2nc(N)c(Br)c(Cl)n2)CC1,5%,0%,4%,-4%,-69*,-15%,i,1%,-4%
O=C(c1cn(Cc2ccccc2)c2ccccc12)C1CC1,?,0%,-5%,4%,14,i,i,9%,11%
CN1CC(C(=O)c2ccc(Cl)cc2)C(c2ccc(N(C)C)cc2)C1 (centres undefined),?,-1%,17%,-3%,-4,i,i,4%,-4%
COc1cc(/C=C2\C(=O)NC(=O)N(c3ccccc3)C2=O)c([N+](=O)[O-])cc1OC,9%[0.307 µM],-10%,8%,-11%,9,i,i,3%,16%
CN(C)c1ccc(/C=C2\CC3C4CC=C5CC(O)CCC5(C)C4CCC3(C)C2=O)cc1 (centres undefined),9%,0%,.,-2%,6,-22%,i,-10%,-5%
Oc1cc2c(cc1CN1CCN(c3ccccc3F)CC1)OCO2,?,11%,-3%,-10%,-96*,-22%,i,-3%,-3%
CC(Cc1ccsc1)NCc1cn[nH]c1-c1ccc(F)cc1F (centres undefined),?,14%,-6%,-2%,-5,i,i,8%,20%
COC1=C[C@@H]2[C@@H]3Cc4ccc(OC)c(O)c4[C@]2(CCN3C)CC1=O,-13%,2%,-27%,7%,3,-21%,i,0%,-10%
O=C1c2cccc3cccc(c23)C(=O)N1/N=C/c1c(O)n(-c2ccccc2)c(=O)[nH]c1=O,18%,-2%,9%,-11%,0,i,i,7%,-14%
c1ccc(CC(NCc2ccco2)c2ccccc2)cc1 (centres undefined),-8%[7.66 µM],5%,5%,-19%[9.22 µM],-14,i,i,-1%,-4%
CC(=O)OCC12CC(OC(=O)CC(C)C)C(C)=CC1OC1C(O)C(OC(C)=O)C2(C)C12CO2 (centres undefined),-70%,-7%,.,1.8µM*,-11,-8%,i,?,-82%[inhibitor]
O=c1c2ccccc2nc(-c2ccoc2)n1-c1ccccc1,?,35%,-7%,5%,17,-15%[57.5 µM],i,-6%,-15%
CCOc1cc(CN2CCN(C(=O)Cc3ccccc3)CC2)ccc1OC,33%[activator],8%,-6%,17%,4,i,i,2%,11%
CC12CC1(C)C(=O)N(c1cc(Cl)cc(Cl)c1)C2=O (centres undefined),-23%,3%,-25%,-11%,-56*,?,i,-2%,-12%
CN(C)CCSC1c2ccccc2CSc2ccccc21 (centres undefined),?,-3%,-13%,-1%,-102*,19%,i,-2%,-3%
O=C(Nc1ccccc1)c1c(O)c2c(n(Cc3ccco3)c1=O)CCCC2,13%,2%,6%,-7%,-4,-7%,i,-4%,10%
O=c1[nH]c(=S)n(C2CC2)c(O)c1C=Nc1cccc(C(F)(F)F)c1,10%,-4%,.,14%,0,i,i,-8%,-8%
NP(=O)(OCCCc1ccccc1)c1ccccc1 (centres undefined),-5%,4%,-12%,6%,-15,-20%,i,1%,-54%[inhibitor]
COC(=O)C1=C(c2cccc(OC)c2OC)C[C@@H]2CC[C@H]1N2C(=O)NC1CC1,6%,5%,-11%,19%,1,i,i,-1%,-9%

# Whole records, quoted from the list. Values in the order: GLP1R inv ag	GLP-1R agonist	FUS yeast rescue	TDP-43 yeast inh	D3 antag	PTHR1 agonist	Akt phos inh	aSyn rescue	Abeta rescue
# `COC(=O)C1=C(c2cccc(OC)c2OC)C[C@@H]2CC[C@H]1N2C(=O)NC1CC1` is listed as 6%	5%	-11%	19%	1	i	i	-1%	-9%
# `CC12CC1(C)C(=O)N(c1cc(Cl)cc(Cl)c1)C2=O` (centres undefined) is listed as -23%	3%	-25%	-11%	-56*	?	i	-2%	-12%
# `O=C1c2cccc3cccc(c23)C(=O)N1/N=C/c1c(O)n(-c2ccccc2)c(=O)[nH]c1=O` is listed as 18%	-2%	9%	-11%	0	i	i	7%	-14%
